Screening results deposited in PubChem by several laboratories.
MT stabilize HCS: microtubule stabilizers in HeLa cells | % tubulin-high responders, % at 10 µM | HeLa tubulin immunostaining HCS, 24 h; share of cells brighter than vehicle mean+2SD | 0.83% of 200,000 active | AID 2205;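 active means plate Z-score above 3 for both tubulin-high and condensed-nucleus cell shares, with cell loss under 80%, at 10 µM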;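 further: anti alpha tubulin signal scored within the nucleus-defined area of each cell; some results filed as inactive read as strong as hits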
Dynein cargo inh: blocks dynein driven cargo transport along microtubules. z-score, hits read low. 0.47% of 220,000 active. 3617.4 mouse cells, GR-EGFP nuclear translocation imaging; test concentration mostly 20 µM; stimulated with dexamethasone, 1 µM; hits give low values. AID 1381;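 active means plate z-score of nuclear minus cytoplasmic receptor signal below a set negative limit, without overly bright fluorescence or cell loss, cut at about -3.5 in these data, passing the limit was not always enough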;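 further: z-score of nuclear minus cytoplasmic ring GR-EGFP intensity difference per well; some compounds called inactive have numbers as strong as hits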
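Buffer or medium: tet-free, stripped-serum medium; Also added: dexamethasone, 1.0 µM final; Technique: high-content fluorescence imaging after fixation; Times: 48 h induction, 1 h compound, 30 min dex at 37 °C; Read-out: per-cell GR-EGFP intensity, nucleus versus surrounding cytoplasmic ring, well-averaged.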
WT yeast gro inh: growth inhibition of WT yeast, mitochondrial fusion screen; mitochondrial fusion phenotypic screen, WT strain; inhibition, % at 10 µM; 2.1% of 190,000 active; AID 1362; in the data active means inhibition above about 58%; tested in S. cerevisiae
Lipid droplet: modulators of hepatic lipid droplet formation. AML12 mouse hepatocytes, oleate lipid droplets, BODIPY imaging. inhibition, % at 6.5 µM. 0.4% of 240,000 active. AID 1656;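 active means lipid droplet intensity inhibited by at least 50%, with more than 500 cells counted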
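Assay system: AML12 mouse liver cells | Compound: 6.5 µM single-point dosing | Schedule: Overnight exposure | Technique: Fluorescence imaging, 20x objective, two fields per well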
Autophagy mod: autophagy modulation, high-content screen; MEF GFP-LC3 puncta imaging; test concentration mostly 10 µM; calls only at 10 µM (by protocol); 0.98% of 190,000 active;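 active means percentage of spot-positive cells more than 3 SD above its plate mean, without a fluorescence outlier flag or 80% toxicity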;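 further: spot-positive cell cutoff set from DMSO-treated cells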
ER stress rescue: rescue of cells from ER stress-induced death, primary screen, 384-well, CSM14.1, thapsigargin, ATP luminescence (AID 1222) | 190,000 tested, under 10 active | cellular ATP content (survival), % at 20 µM, or EC50 in µM where a hit was titrated | CSM14.1 thapsigargin-induced death rescue, ATP luminescence; higher % means a stronger effect;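 active means EC50 below 50 µM in the dose-response confirmation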;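 further: death triggered by thapsigargin at about 15 µM added after 2 h compound pretreatment; cell ATP read after overnight thapsigargin exposure of roughly 18 to 22 hours; normalized against plate controls of thapsigargin alone and 5% DMSO vehicle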
Insulin prom up: MIN6 insulin promoter up-regulation; MIN6 insulin promoter-GFP reporter, high-content imaging; hits give high values; z-score at 5 µM; 0.3% of 190,000 active; AID 1625;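 active means z-score above 3 at 5 µM with at least 500 cells counted in the well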
bCat nuc transl: modulators of beta-catenin nuclear translocation; HeLa beta-catenin nuclear translocation, immunofluorescence imaging; nuclear translocation activity, % at 5 µM; 0.3% of 190,000 active;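 active means nuclear translocation activity above 50% at 5 µM, with a well cell count of 50 or more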;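 further: per-cell ratio of nuclear to cytoplasmic median beta-catenin stain intensity; plate controls were DMSO negative control for no effect and GSK-3 inhibitor IX positive control for full effect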
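Assay system: human HeLa cells, native beta-catenin; doses: 5 µM primary, 0.02–20 µM confirmation; incubation: compound treatment 24 h, 37°C, 5% CO2; technique: fluorescence imaging of beta-catenin antibody stain plus DAPI; measure: % activation, nuclear-to-cytoplasmic median beta-catenin signal ratio per cell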
XIAP antagonists: XIAP antagonists, biochemical, IAP family, fluorescence polarization (AID 1018); XIAP BIR domain, fluorescence polarization peptide displacement; higher % means a stronger effect; displacement, % at 20 µM; hits with a dose series show IC50 in µM; 0.007% of 200,000 active; in the data active means displacement above about 50%; further: a part of the inactive calls stands beside numbers as strong as those of hits
WT yeast gro inh mutant strain: also measured in WT yeast gro inh; calls as there; inhibition, %; mitochondrial fusion phenotypic screen, mutant strain inhibition
Dynein cargo inh cytoplasmic EGFP: second read-out of Dynein cargo inh, no call of its own (marks repeat the call); z-score; measured here: cytoplasmic GR-EGFP intensity; hits give high values
Dynein cargo inh nuclear GR-EGFP: second read-out of Dynein cargo inh, no call of its own (marks repeat the call); z-score; measured here: nuclear GR-EGFP intensity;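 lower value marks the stronger effect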
Dynein cargo inh cell count: further read-out of Dynein cargo inh, marked with its call; z-score; measured here: cell count per field
Insulin prom up cell count: second read-out of Insulin prom up, no call of its own (marks repeat the call); cell count; measured here: cytotoxicity, nuclei count;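 total cells summed across four imaged fields per well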
Lipid droplet cells 6.5 µM: second read-out of Lipid droplet, no call of its own (marks repeat the call); cell count; measured here: cell count, cytotoxicity flag;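 cells counted across two imaged fields per well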
bCat nuc transl cell count 5 µM: also measured in bCat nuc transl; calls as there; cell count; measured here: cell count, cytotoxicity flag
MT stabilize HCS Hoechst-high %: further read-out of MT stabilize HCS, marked with its call; % Hoechst-high responders; measured here: nuclear condensation Hoechst responders;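 share of cells brighter than vehicle mean plus two SD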
MT stabilize HCS cytotoxicity %: second read-out of MT stabilize HCS, no call of its own (marks repeat the call); toxicity, %; measured here: cytotoxicity by cell density;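 0% = mean cell density of plate MIN control wells and 100% = no cells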
Autophagy mod cell loss 18 h: recorded beside Autophagy mod, whose call it bears; toxicity, %; measured here: cell loss, nuclei count;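 cell loss after 18 h compound exposure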
Active calls of the source: *; i = inactive; . = not tested or not shown.

Under each structure – MT stabilize HCS, MT stabilize HCS Hoechst-high %, MT stabilize HCS cytotoxicity %, Dynein cargo inh, Dynein cargo inh cytoplasmic EGFP, Dynein cargo inh nuclear GR-EGFP, Dynein cargo inh cell count, WT yeast gro inh, WT yeast gro inh mutant strain, Lipid droplet, Lipid droplet cells 6.5 µM, Autophagy mod, Autophagy mod cell loss 18 h, ER stress rescue, Insulin prom up, Insulin prom up cell count, bCat nuc transl, bCat nuc transl cell count 5 µM, XIAP antagonists
> O=C(Nc1ccc(S(=O)(=O)Nc2cnc3ccccc3n2)cc1)c1ccc(Br)o1
    3.2, 1.6, 4.4, 0.55, -0.082, 0.47, -0.54, 7, -17, -3, 674, i, -1, -0.9%, 0.18, 1507, -0.1, 1014, -4.4%
> CCCCN1CCc2c([nH]c3ccc(C)cc23)C1=O
    4.2, 2.7, 7.1, -0.32, -0.32, 0.43, 0.17, -12, -6, ., ., i, 27, 1.0%, 0.83, 949, 0.5, 971, -3.2%
> O=C(CN(Cc1ccccc1C(F)(F)F)C(=O)CNC(=O)c1ccco1)NC1CCCC1
    2.1, 2.0, 8.0, -0.91, -0.2, -0.35, 0.78, -5, -9, ., ., i, -18, -1.4%, ., ., ., ., -2.5%
> O=C(CNC(=O)C1CCCCC1)NC1=NCCS1
    1.6, 1.6, 5.3, -0.34, -0.21, 0.0054, 0.52, -7, -21, ., ., i, 3, -1.2%, -0.13, 1023, -0.8, 1172, -7.2%
> O=C(Nc1ccc(C(=O)O)cc1)/C(=C\c1ccc2c(c1)OCO2)NC(=O)c1ccco1
    2.5, 3.3, 3.7, 1.3, -0.22, 1.2, -1.2, -12, -3, 4, 670, i, 38, 0.5%, -0.13, 1563, -0.1, 880, 2.6%
> O=C(c1cc2nc(-c3ccco3)cc(C(F)(F)F)n2n1)N1CCCCCC1
    4.9, 2.8, 6.6, 0.082, -0.14, 0.19, 0.21, 3, -13, ., ., i, 7, 0.1%, -0.29, 1035, 0.9, 858, -5.2%
> O=C(NC(Cc1c[nH]c2ccccc12)C(=O)O)/C(=C\c1ccc2c(c1)OCO2)NC(=O)c1ccccc1 (stereo not drawn)
    ., ., ., 0.088, -0.18, -0.066, 0.5, ., ., 12, 723, ., ., ., 0.13, 978, -0.2, 1338, .
> O=C(/C=C/c1ccc([N+](=O)[O-])s1)N1CCCCC1
    5.3, 1.3, 6.0, 0.072, 0.17, 0.085, -1.3, -8, 3, 5, 729, i, -11, ., 0.12, 957, 3.0, 1118, -0.7%
> CC(=O)Nc1ccc(-n2nnnc2SCC(=O)N2CCN(C(=O)c3ccco3)CC2)cc1
    2.8, 1.4, 3.8, -0.18, -0.26, -0.27, -0.34, -13, 1, -14, 598, i, -1, -0.3%, -0.09, 1595, 0.0, 1069, -7.3%
> COc1ccc(/C=C(/NC(=O)c2cccs2)C(=O)Nc2ccc(C)cc2)cc1OC
    2.9, 3.8, 9.0, 0.87, 0.3, 0.11, -0.27, 5, -17, 61*, 720*, i, -5, 1.5%, 1.1, 1370, -2.3, 574, -0.3%

Entries shown so far that have a thiophene ring, fused or not:
Under each structure – MT stabilize HCS, MT stabilize HCS Hoechst-high %, MT stabilize HCS cytotoxicity %, Dynein cargo inh, Dynein cargo inh cytoplasmic EGFP, Dynein cargo inh nuclear GR-EGFP, Dynein cargo inh cell count, WT yeast gro inh, WT yeast gro inh mutant strain, Lipid droplet, Lipid droplet cells 6.5 µM, Autophagy mod, Autophagy mod cell loss 18 h, ER stress rescue, Insulin prom up, Insulin prom up cell count, bCat nuc transl, bCat nuc transl cell count 5 µM, XIAP antagonists
> O=C(/C=C/c1ccc([N+](=O)[O-])s1)N1CCCCC1
    5.3, 1.3, 6.0, 0.072, 0.17, 0.085, -1.3, -8, 3, 5, 729, i, -11, ., 0.12, 957, 3.0, 1118, -0.7%
> COc1ccc(/C=C(/NC(=O)c2cccs2)C(=O)Nc2ccc(C)cc2)cc1OC
    2.9, 3.8, 9.0, 0.87, 0.3, 0.11, -0.27, 5, -17, 61*, 720*, i, -5, 1.5%, 1.1, 1370, -2.3, 574, -0.3%

Later entries:
Under each structure – MT stabilize HCS, MT stabilize HCS Hoechst-high %, MT stabilize HCS cytotoxicity %, Dynein cargo inh, Dynein cargo inh cytoplasmic EGFP, Dynein cargo inh nuclear GR-EGFP, Dynein cargo inh cell count, WT yeast gro inh, WT yeast gro inh mutant strain, Lipid droplet, Lipid droplet cells 6.5 µM, Autophagy mod, Autophagy mod cell loss 18 h, ER stress rescue, Insulin prom up, Insulin prom up cell count, bCat nuc transl, bCat nuc transl cell count 5 µM, XIAP antagonists
> CCCCNC(=O)C1CC(=O)N(CCC(C)C)C1 (stereo not drawn)
    0.7, 1.2, 7.8, -0.77, 0.4, -0.4, 0.42, 7, -15, ., ., i, 7, 0.1%, 0.38, 1602, 1.3, 1342, -0.4%
> COC(=O)C(Cc1ccc(O)cc1)NC(=O)CCC(=O)Nc1ccc(S(N)(=O)=O)cc1 (stereo not drawn)
    4.1, 2.8, 2.9, -0.65, -0.34, -0.21, 0.6, 3, -4, ., ., i, -11, -0.6%, -0.07, 1133, -4.7, 984, -1.6%
> COCc1c(C(=O)Nc2ccc(Cl)cc2F)oc2ccccc12
    2.3, 1.7, 5.0, -0.44, -0.38, -0.1, 0.87, -8, 3, -4, 713, i, 9, 3.4%, -1.7, 1157, 0.0, 1050, -3.9%
> Cc1ccnc(N/C=C(/NC(=O)c2ccccc2)C(=O)N/N=C\c2ccc(F)cc2)n1
    3.2, 1.5, 10, -0.45, -0.081, -0.37, 0.47, 12, 12, -7, 783, i, 3, 2.4%, -0.54, 1193, -2.5, 1250, -9.3%
> Cc1ccc(SCC(=O)c2c(C)nc3cc(C)ccn23)cc1
    7.0, 0.9, 7.1, 0.28, -0.32, -0.032, 0.03, 13, -9, -3, 584, i, 12, 0.2%, -0.22, 1524, -2.4, 911, -5.6%
> CCc1ccc(OCCNC(=O)c2ccc(S(=O)(=O)N(C)C)cc2)cc1
    1.5, 1.1, 2.1, 1.9, 0.12, 1.8, -2.3, -2, -16, 20, 793, i, -1, 1.9%, 0.09, 917, 0.6, 1105, -4.3%
> CCc1ccccc1NC1c2ccccc2C(=O)N1c1cccnc1 (stereo not drawn)
    2.4, 1.7, 11, 0.79, -0.2, 0.5, -0.17, -19, -36, ., ., i, -5, 0.8%, -0.75, 1487, -1.9, 966, 0.2%
> CCOC(=O)C1CCCN(C(=O)CN2C(=O)/C(=C/c3ccc(OC)cc3)Oc3ccccc32)C1 (stereo not drawn)
    2.9, 2.3, 3.2, 0.28, -0.32, 0.016, 0.016, 59*, 13*, -3, 662, i, 4, -3.9%, 0.7, 1208, -0.9, 809, -2.3%
> COc1ccc(NC(=O)COC(=O)c2cnccn2)cc1Cl
    1.7, 1.8, 4.9, -0.085, 0.12, 0.012, 0.44, 13, -10, ., ., i, 13, 1.0%, -0.6, 1354, -6.1, 961, -3.7%
> COc1ccc(C2C(C(=O)NCCN(C)C)c3ccccc3C(=O)N2C)cc1OC (stereo not drawn)
    3.4, 1.3, 8.5, -0.21, 0.54, 0.22, 0.43, -1, 2, ., ., i, -56, -2.8%, 0.78, 1416, 3.0, 1439, -3.6%

(listing goes on)
| smiles | MT stabilize HCS | MT stabilize HCS Hoechst-high % | MT stabilize HCS cytotoxicity % | Dynein cargo inh | Dynein cargo inh cytoplasmic EGFP | Dynein cargo inh nuclear GR-EGFP | Dynein cargo inh cell count | WT yeast gro inh | WT yeast gro inh mutant strain | Lipid droplet | Lipid droplet cells 6.5 µM | Autophagy mod | Autophagy mod cell loss 18 h | ER stress rescue | Insulin prom up | Insulin prom up cell count | bCat nuc transl | bCat nuc transl cell count 5 µM | XIAP antagonists |
| --- | --- | --- | --- | --- | --- | --- | --- | --- | --- | --- | --- | --- | --- | --- | --- | --- | --- | --- | --- |
| Cc1ccc2c(c1)nnn2C1CCN(C(=O)Nc2ccccc2C)CC1 | 3.5 | 2.5 | 11 | 2.3 | -0.091 | 0.83 | -1.3 | -3 | -17 | 3 | 707 | i | -11 | -1.0% | -0.01 | 1243 | -0.7 | 1060 | -0.2% |
| COc1ccc(-c2c(C#N)c(N)nc3c2CCc2ccccc2-3)cc1OC | 34* | 26* | 55* | -0.62 | -0.22 | -0.81 | 0.54 | 26 | 27 | . | . | i | 21 | -0.8% | . | . | . | . | -1.2% |
| CC(C)c1cc(C(=O)NCCc2ccccc2)no1 | 1.8 | 1.4 | 2.4 | -0.24 | -0.23 | -0.15 | 0.57 | -3 | -2 | -2 | 621 | i | -35 | -0.4% | -0.19 | 1086 | . | . | -6.6% |
| CCOC(=O)c1cc2c(n(-c3ccccc3)c1=O)CC(C)(C)CC2=O | 2.7 | 1.7 | 5.8 | -0.32 | -0.21 | -0.16 | -0.18 | 13 | 7 | 9 | 783 | i | -5 | -4.0% | -0.62 | 1172 | -0.9 | 1141 | -2.4% |
| N#CC(c1ccccc1)N(CCCCl)C(=O)c1ccc(Br)cc1 (stereo not drawn) | 2.1 | 2.8 | 9.7 | -0.058 | -0.25 | -0.0058 | 0.54 | 19 | -6 | -34 | 616 | i | -2 | 3.5% | -0.25 | 816 | 3.7 | 478 | -3.1% |
